F-actin modifier: alters cytoskeleton assembly in HUVEC cells; HUVEC TNFa F-actin phalloidin imaging, high content; 0.18% of 91,000 active; inhibition, % at 2 µM;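 active = inhibition above the batch mean plus 3 SD and confirmed as a hit by visual image inspection, cut at about 30% in these data, passing the limit was not always enough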; note: strong numbers were not always called active
FAK inh: FAK (human) kinase inhibition | Q05397 | biochemical FAK kinase activity assay | inhibition, %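 (tested at 7 µM)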 | 0.84% of 97,000 active | AID 727; in the data active = inhibition above about 19%;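 note: 0% = DMSO and 100% = reference compound high control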
HUVEC tox IL1B: toxic to HUVEC cells under IL-1B stimulation; HUVEC cell count loss, Hoechst imaging, IL-1B stimulated; cell count reduction, % at 2 µM; 0.41% of 94,000 active;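 active = cell count reduction more than 3 SD above the screen-wide mean, cut at about 70% in these data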;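 note: normalized per plate to untreated control cells as the no-loss baseline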
PTK2B oligo ant: blocks oligomerization of human Pyk2 in cells; z-score (the deposit names both 25 µM and 10 µM); Q293 cells, Pyk2 FERM NanoBiT luminescence; active compounds read low; Q14289; 0.83% of 99,000 active; AID 1347419;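 active = Z-score of -3 or lower, scaled per plate to the spread of control and sample wells; inactive = z-score above -3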;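 note: negative z-score means lost luminescence so less FERM oligomerization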
LYP inh 2: blocks human PTPN22 phosphatase activity. Q9Y2R2. recombinant LYP catalytic domain, DiFMUP fluorescence. inhibition, % at 2 µM. 0.21% of 96,000 active;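 active = inhibition at 2 µM at or above a set limit, the screen mean plus 3 SD, cut at about 24% in these data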;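 note: 0% = DMSO with enzyme and 100% = enzyme fully blocked by orthovanadate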
VCAM1 TNFa inh: reduces TNF alpha induced VCAM1 expression in HUVEC | HUVEC TNFa-induced VCAM-1 immunofluorescence, high-content imaging | inhibition, % at 2 µM | 0.48% of 95,000 active | AID 802;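 active = inhibition above the batch mean plus 3 SD, with images confirmed as a hit by eye, cut at about 37% in these data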;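 note: 0% = TNF-stimulated DMSO wells and 100% = unstimulated control wells; not every result past the cut was called active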
ERa coact inh: blocks coactivator binding to human estrogen receptor alpha. inhibition, % at 25.6 µM. TR-FRET ER-alpha LBD / SRC-1 peptide, estradiol-bound. 1.7% of 86,000 active. P03372; in the data active = inhibition above about 50%;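 note: 0% = receptor plus peptide control and 100% = peptide only without receptor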
Target sequence (P03372 whole entry, looked up, the tested form may be a part): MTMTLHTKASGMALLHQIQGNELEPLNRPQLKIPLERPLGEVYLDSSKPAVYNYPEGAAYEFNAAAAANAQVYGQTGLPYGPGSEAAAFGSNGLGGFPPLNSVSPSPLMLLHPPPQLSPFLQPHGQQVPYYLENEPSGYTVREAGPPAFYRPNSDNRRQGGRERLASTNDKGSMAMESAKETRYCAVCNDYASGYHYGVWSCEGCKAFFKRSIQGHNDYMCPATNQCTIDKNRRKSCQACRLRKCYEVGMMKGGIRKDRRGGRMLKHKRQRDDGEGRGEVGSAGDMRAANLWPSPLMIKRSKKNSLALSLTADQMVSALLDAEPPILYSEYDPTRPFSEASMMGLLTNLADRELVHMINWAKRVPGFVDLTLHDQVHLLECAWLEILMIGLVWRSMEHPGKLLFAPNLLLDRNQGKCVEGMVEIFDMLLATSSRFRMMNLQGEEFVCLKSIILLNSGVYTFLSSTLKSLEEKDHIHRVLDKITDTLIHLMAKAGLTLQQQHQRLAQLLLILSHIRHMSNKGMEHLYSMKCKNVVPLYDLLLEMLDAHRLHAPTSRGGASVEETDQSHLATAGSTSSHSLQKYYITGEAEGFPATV
PTPN22 act: activators of human LYP (PTPN22) phosphatase; recombinant LYP, DiFMUP fluorescence; 0 = plate median, 100 = signal doubled; 0.11% of 96,000 active; activation, % at 2 µM; Q9Y2R2;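 active = activation at 2 µM above a set limit, the mean plus 5 SD, cut at about 37% in these data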
TNFa cytotox: HUVEC cytotoxicity counter-screen, TNF alpha stimulated. HUVEC TNFalpha-stimulated, Hoechst cell count, imaging. cell count reduction, % at 2 µM. 0.17% of 93,000 active. AID 848;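 active = cell count reduction exceeding the screen mean by over 5 SD, scaled to untreated wells per plate, cut at about 78% in these data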;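 note: cells counted after 24 h of TNF alpha exposure following the 1 h pretreatment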
* hit, by the source's call; . = not tested or not shown; [ ] = remark or other dose.

SMILES | F-actin modifier | FAK inh | HUVEC tox IL1B | PTK2B oligo ant | LYP inh 2 | VCAM1 TNFa inh | ERa coact inh | PTPN22 act | TNFa cytotox
CN(C)S(=O)(=O)c1ccc(NC(=O)c2cc(F)c(F)cc2Cl)cc1 | 13 | -3 | 5 | 0.04 | 5 | 13 | -6 | -3 | -8
Cc1ccc(S(=O)(=O)CCC(=O)OCC(=O)Nc2cc(C)on2)cc1 | -1 | -8 | 15 | 0.52 | -6 | 10 | -8 | 6 | -20
COc1cccc(CNC(=O)CN(C)S(=O)(=O)c2cnc[nH]2)c1 | 10 | 6 | 4 | 0.81 | -1 | 0 | -5 | -1 | -25
CCCCc1ccc(S(=O)(=O)NCCc2ccncc2)cc1 | -18 | 0 | -11 | -0.01 | -7 | 7 | -18 | 2 | -4
O=C1CC(=C(c2ccccc2)c2ccccc2)C(=O)N1CCCCN1CCN(c2cccc(Cl)c2)CC1 | 3 | 3 | -1 | 0.79 | 4 | -14 | . | -6 | -18
CCOC(=O)c1c(OCC)[nH]c2c1cc(O)c1ccccc12 | -6 | 5 | 13 | -0.42 | -1 | -10 | 97*[fluorescence artefact?] | 0 | -18
N#Cc1c(SCC(N)=O)nsc1SCc1ccccc1Cl | . | -4 | . | 1.4 | -10 | . | 11[fluorescence artefact?] | 11 | .
O=C(CC(=O)c1ccccc1O)c1cccc(F)c1 | -1 | 0 | -31 | -0.81 | -6 | 8 | . | 4 | 7
Cc1cc2nncn2c2ccccc12 | 10 | 0 | -12 | 1.1 | 3 | 12 | -15 | -3 | -24
COCCCN1C(=O)C(=O)/C(=C(/O)c2ccc(OC)cc2)C1c1ccc(O)c(OC)c1 (configuration not stated) | 13 | -1 | -29 | -0.71 | 4 | 14 | -4 | -6 | -13
O=C(NC1CCCCC1)C(c1ccc(F)cc1)N(Cc1ccco1)C(=O)Cn1nnc2ccccc21 (configuration not stated) | 1 | -2 | -12 | 0.4 | 6 | -4 | 3[fluorescence artefact?] | -8 | -9
CCOc1ccccc1Oc1c(C)oc2c(CN3CCN(C)CC3)c(O)ccc2c1=O | -15 | 3 | -40 | 0.37 | 3 | 19 | -9 | -5 | -12
Cc1cc(C)n(-c2nc(-c3ccccc3)cs2)n1 | -15 | 1 | 14 | 0.4 | -7 | 4 | 15 | 10 | 16
CC(NC(=O)C12CC3CC(C1)CC(n1cncn1)(C3)C2)C12CC3CC(CC(C3)C1)C2 (configuration not stated) | -18 | 5 | -9 | -2.3 | 9 | -6 | . | -7 | -14
COc1ccc(Nc2ncc(C(=O)N3CCN(Cc4ccccc4)CC3)c3ccccc23)cc1 | 12 | 2 | -7 | -3.5* | 7 | 18 | 3 | -5 | -9
COC1CCCCC1NS(=O)(=O)c1ccccc1 (configuration not stated) | 18 | -1 | -20 | 0.06 | 8 | -19 | 0 | -4 | -20
COc1ccc2nc(N3C(=O)CC(Cc4cc(C)cc(C)c4)C3=O)sc2c1 (configuration not stated) | -4 | 4 | -14 | 0.65 | 3 | -31 | . | 2 | -13
COc1cc(C(=O)N2CCC(n3cnc4cc(F)ccc43)CC2)cc(OC)c1OC | 9 | 7 | 8 | 0.19 | -5 | -1 | -4 | 6 | 3
Cc1cccc(C)c1N(CC(=O)Nc1cc(Cl)ccc1Oc1ccccc1)S(C)(=O)=O | -2 | -11 | -16 | -1.4 | 7 | 0 | . | -3 | 2
O=C(Nc1ccc(Cl)c(Cl)c1)N(CCCN1CCOCC1)Cc1cccs1 | -7 | 12 | 10 | . | -5 | -9 | -1 | 2 | -24
Oc1ccc(-c2nc3cnccn3c2Nc2ccc3c(c2)OCCO3)cc1 | -5 | 0 | -18 | . | -7 | 12 | 5 | 7 | -26
Cc1cc(OCCN2CCCCC2)nc2ccccc12 | 7 | -2 | -2 | . | 11 | 7 | -3 | -12 | -4
O=C(NCc1ccccc1F)C1CCCN1C(=O)NC1CCCCC1 (configuration not stated) | 15 | 0 | -8 | 0.09 | -15 | -7 | -6 | 11 | -2
CCOC(=O)C1=C(C)Nc2nnnn2C1c1ccccc1Cl (configuration not stated) | -30 | 4 | -31 | -0.36 | -32 | 17 | -22 | 30 | -10
Cc1cc(C(=O)OCCO)c(C#N)c(N)n1 | -9 | 1 | -1 | 0.06 | -2 | 0 | -2 | 6 | 15
O=c1c2c(n3cnnc3n1C1CCCCC1)-c1ccccc1CC21CCCCC1 | . | -2 | -17 | 0.04 | 14 | . | 38 | -15 | .
Cc1ccc(S(=O)(=O)N(C)CC(=O)N2CCc3ccccc32)cc1 | 5 | 2 | -7 | 0.11 | 6 | -1 | 9 | -7 | -7
CC1=C(C(=O)OC(C)C)C(c2ccsc2)NC(=O)N1C (configuration not stated) | 3 | 0 | -4 | 0.01 | 9 | -37 | -4 | -9 | -12
Fc1ccc(-c2cc3nc4c(c(N5CCOCC5)n3n2)CCCC4)cc1 | 25 | -8 | -20 | -3 | -9 | -28 | 46 | 6 | -32
Nc1nonc1C(=O)NCCNC(=O)c1ccccc1F | 5 | 0 | -16 | 0.75 | -7 | 5 | . | 4 | 6
CC(C)[C@H](NC(=O)NCc1ccc(Cl)cc1)C(=O)O | -8 | 2 | -15 | 0.22 | -2 | 8 | 7 | -1 | -16
COc1ccccc1Nc1ncnc2ccccc12 | 6 | 2 | -4 | 0.52 | -34 | -6 | 0 | 35 | 18
Cc1ccc2c(c1)nnn2C1CCN(S(=O)(=O)c2ccc3ccccc3c2)CC1 | 17 | -4 | 2 | -0.34 | -7 | -1 | 34 | 4 | -15
CCOC(=O)/C(C#N)=C/c1ccc(OC)c(OC)c1 | 10 | 2 | 13 | 0.31 | -3 | 14 | 20 | 0 | -13
Clc1cccc(Cl)c1/C=C/c1nc2ccccc2[nH]1 | -2 | 2 | -27 | -2.3 | 1 | 1 | . | 2 | 10
CCNC(=S)N1CC(C)OC(C)C1 (configuration not stated) | 6 | 5 | 10 | 1 | -7 | 3 | . | 6 | -12
COc1ccc(C(=O)NC(CO)c2nnc(SCc3ccc(Cl)c(Cl)c3)n2C)cc1 (configuration not stated) | -24 | -5 | -18 | 0.17 | 4 | 1 | . | 1 | 9
N#Cc1cc([N+](=O)[O-])c(-n2nnc3ccccc32)c([N+](=O)[O-])c1 | -1 | -1 | -86 | -0.01 | 1 | 21 | . | 3 | -10
CCC(=O)Nc1cc(-c2nn(C)c(=O)c3ccccc23)ccc1N1CCOCC1 | -12 | -2 | -1 | 0.88 | 19 | 1 | -3 | -17 | -7
Nc1nc(CN2CCN(Cc3ccc4c(c3)OCO4)CC2)nc(Nc2ccccc2)n1 | 9 | -2 | -37 | 0.77 | 3 | 16 | -2 | -6 | -42
Cc1onc(-c2ccccc2Cl)c1C(=O)N1CCCc2ccccc21 | 0 | -3 | -78 | -0.08 | 3 | -3 | -5 | -5 | -14
COc1ccccc1C(c1nnnn1CCc1ccccc1)N1CCN(c2ccccc2)CC1 (configuration not stated) | 17 | -4 | -4 | -2 | 0 | -5 | -8 | 0 | -5
O=C(Cn1nc(-c2ccc(Cl)cc2)c2ccccc2c1=O)Nc1cccnc1 | 7 | -1 | -18 | -0.5 | -1 | 3 | 2 | 3 | -25
CCOc1ccc(C(=S)N2CCOCC2)cc1OCC | -5 | 1 | -18 | 2.3 | -2 | 11 | -11 | 0 | -16
O=C(C1CCN(S(=O)(=O)c2cccc3cccnc23)CC1)N1CCN(c2ccc(Cl)cc2)CC1 | -10 | 6 | -11 | . | 0 | 13 | 5[fluorescence artefact?] | 0 | 54
Cc1ccsc1/C=N/N1CCN(C2c3ccccc3-c3ccccc32)CC1 | 2 | -7 | -18 | -0.89 | 0 | -10 | . | 5 | -23
Cc1noc(/C=C/N(C)C)c1S(=O)(=O)N1CCCC(C(=O)NCc2ccccc2Cl)C1 (configuration not stated) | 19 | 0 | -2 | -0.27 | 7 | 0 | 10 | -6 | -53
CCOC(=O)c1c2n(c3ccc(OC(C)=O)cc13)CCC2 | 0 | 2 | 13 | . | -7 | 2 | 6[fluorescence artefact?] | 4 | -22
CCC(=O)Nc1cccc(C(=O)OCC(=O)c2ccccc2Cl)c1 | 12 | -1 | -10 | -0.21 | -8 | -24 | . | 8 | -19
CSc1cccc(NC(=O)c2ccco2)c1 | 8 | -1 | 6 | -0.23 | 0 | -8 | 16 | -2 | -22
CCC(C)C(NC(C)=O)C(=O)NC(=O)NC(c1ccccc1)c1ccccc1 (configuration not stated) | -1 | -1 | 6 | 0.32 | 14 | 3 | 0 | -13 | 25
CC(C)COC(=O)CCNc1n[nH]c(=O)[nH]c1=O | 19 | -1 | 7 | 0.93 | 12 | 32 | 5 | -9 | 33
COc1ccc(S(=O)(=O)N(CC(C)C)CC(C)C)c2cccnc12 | 4 | 0 | -32 | . | -2 | 4 | 7[fluorescence artefact?] | 1 | -15
CC(C)(C)c1cnnn1-c1ccc(NC(=O)c2ccc(Br)o2)cc1 | . | 5 | -73 | -1.2 | 3 | 1 | 33 | -5 | -33
COc1ccc(Nc2nc(C(C)(C)C)nc3c2nnn3Cc2ccccc2Cl)cc1OC | -4 | 1 | -13 | 0.8 | -1 | 1 | 17[fluorescence artefact?] | -1 | 7
COc1cc(C(=O)N2CCN(c3cc(Cl)ccc3Cl)CC2)cc(OC)c1OC | 6 | 9 | 4 | . | 6 | 58* | -2 | -8 | 70
O=S(=O)(/N=C/c1ccccc1O)c1cccs1 | 4 | -2 | -5 | 0.02 | 8 | 27 | -6 | -8 | -21
O=C(NCC1CCCO1)c1ccc(COc2ccc(F)cc2)o1 (configuration not stated) | -1 | -4 | 2 | -0.05 | -5 | 16 | -4[fluorescence artefact?] | 0 | -5
Cc1ccccc1C(=O)NC(=S)NCC1CCCO1 (configuration not stated) | 3 | -8 | 2 | 0.51 | -35 | 17 | . | 39* | -9
C=CCn1c(SCC(=O)NCc2ccc3c(c2)OCO3)nnc1C1COc2ccccc2O1 (configuration not stated) | -1 | 2 | -134 | 2.6 | 9 | 4 | 13 | -9 | -14
(cont.)
SMILES | F-actin modifier | FAK inh | HUVEC tox IL1B | PTK2B oligo ant | LYP inh 2 | VCAM1 TNFa inh | ERa coact inh | PTPN22 act | TNFa cytotox
Cc1ccc(Cn2ccc(NC(=O)c3cc4nc5c(c(C(F)(F)F)n4n3)CCc3ccccc3-5)n2)cc1 | 3 | 0 | 6 | . | 21 | -32 | . | -18 | -17
CC(C)C(=O)Nc1ccc(Nc2ccccc2)cc1 | 9 | -1 | 3 | 0.83 | 1 | 8 | -7 | -3 | -13
COc1ccc(-c2c3c(=O)n(C)c(=O)n(C)c3cn2Cc2ccccn2)cc1 | 14 | 0 | -11 | -0.65 | 11 | -43 | -6 | -12 | -88
Nc1nc(SCC(=O)NCc2ccccc2)n[nH]1 | 10 | 1 | -7 | -0.52 | 18 | -12 | -2[fluorescence artefact?] | -19 | -17
O=C(CC1CCCCC1)c1c(O)c2ccccc2oc1=O | 3 | -2 | -7 | 0.23 | 8 | 17 | 4 | -5 | -4
O=C(Cn1c(NCCCO)nc2ccccc21)c1cccc(Br)c1 | 44 | 0 | 45 | -0.68 | 2 | -2 | -6 | -4 | -18
O=C(NCCc1ccccc1)C(=O)NN=C1CCCC1 | -11 | -1 | 14 | 1.4 | 10 | 12 | . | -5 | -7
CCC(C)NC(=O)c1ccccc1NC(=O)Nc1ccccc1 (configuration not stated) | -24 | 3 | 35 | 0.02 | -1 | 15 | -5 | -2 | -6
